TRHR enhancer: qHTS for Small Molecule Agonists and Allosteric Enhancers of Human TRH Receptor: Primary Screen for Enhancers. Thyrotropin-releasing hormone receptor (Homo sapiens), P34981. TRHR cells, fluo-8 calcium fluorescence, EC20 TRH enhancement. enhancement, % at 2 µM. hit rate 0.66% among 360,000. AID 493056, 2011; in the data active = enhancement above about 30%; also: 0% is about no effect
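Enhancer read-out: after compound pinning and an initial kinetic agonist-mode read, an EC20 of TRH (10 nM final) was injected and fluo-8 calcium signal (Ex 480/Em 530) followed at 1 s/cycle for 100 cycles in TRHR-expressing cells.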
D1 agonist: Allosteric Agonists of the Human D1 Dopamine Receptor: qHTS; HEK293 T-REx D1 cells, calcium flux, agonist mode; AID 504660, 2011; activation, % at 2 µM; hit rate 1% among 360,000; in the data active = activation above about 30%; also: 0% is about no effect
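Agonism was scored from calcium flux recorded over 180 s (1 read/s) after pintool compound addition, following a 10-cycle baseline. Cells were inducible force-coupled HEK293 TREx D1, plated overnight at 30 C and loaded with no-wash calcium dye.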
RXFP1 antag: qHTS Assay for Antagonists of the Relaxin Receptor RXFP1 | Relaxin receptor 1 (Homo sapiens), Q9HBX9 | HEK293-RXFP1, relaxin-stimulated cAMP HTRF, 30 min; active compounds read low | activity change, negative = inhibition, % at 57.5 µM | hit rate 0.59% among 350,000;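 active = activity change of -60% or lower, but not beyond a set lower limit; inconclusive = change between -60% and -40%, or beyond the set limit; inactive = change above -40%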; also: % is scaled to controls: 0 for no effect and ±100 for the full control effect
Target sequence (Q9HBX9 whole entry, looked up): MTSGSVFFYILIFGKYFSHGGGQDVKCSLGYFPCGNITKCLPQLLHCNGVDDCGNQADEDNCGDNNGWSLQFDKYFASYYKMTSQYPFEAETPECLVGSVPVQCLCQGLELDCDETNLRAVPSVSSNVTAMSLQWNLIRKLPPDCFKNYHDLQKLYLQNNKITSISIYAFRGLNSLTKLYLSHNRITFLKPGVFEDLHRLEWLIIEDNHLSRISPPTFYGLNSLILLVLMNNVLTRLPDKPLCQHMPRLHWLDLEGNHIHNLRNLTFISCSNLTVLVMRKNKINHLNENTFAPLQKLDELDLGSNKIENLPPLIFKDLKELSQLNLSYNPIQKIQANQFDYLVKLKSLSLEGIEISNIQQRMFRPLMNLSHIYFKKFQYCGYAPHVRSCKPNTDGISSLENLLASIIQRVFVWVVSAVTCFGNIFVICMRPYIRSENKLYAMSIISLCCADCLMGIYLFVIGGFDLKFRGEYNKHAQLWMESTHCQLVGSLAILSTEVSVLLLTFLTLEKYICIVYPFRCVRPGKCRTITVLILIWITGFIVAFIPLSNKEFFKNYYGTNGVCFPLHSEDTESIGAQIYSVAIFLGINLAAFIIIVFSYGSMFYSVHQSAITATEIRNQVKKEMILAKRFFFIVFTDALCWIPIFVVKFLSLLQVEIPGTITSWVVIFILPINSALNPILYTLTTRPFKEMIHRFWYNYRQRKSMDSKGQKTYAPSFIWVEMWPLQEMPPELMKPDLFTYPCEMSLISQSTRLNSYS
D2 potentiator: HTS Assay for Positive Allosteric Modulators of the Human D2 Dopamine Receptor: Primary Screen for Potentiators. D(2) dopamine receptor (Homo sapiens), P14416. HEK293 T-REx D2, calcium flux, EC20 dopamine potentiation. potentiation, % at 10 µM. hit rate 0.34% among 340,000. AID 485347, 2010;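 active = potentiation over 3 SD above the plate norm, cut at about 30% in these data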; also: 0% is about no effect
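Cells plated with tetracycline inducer and held overnight at 30 C; calcium dye loaded 30–90 min at room temperature; baseline taken, compound added and read 180 s; EC20 dopamine then added and read 180 s.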
D1 potentiator: Potentiators of Human D1 Dopamine Receptor: qHTS | HEK293 TREx D1 cells, calcium flux, dopamine EC20 potentiation | potentiation, % at 10 µM | hit rate 0.036% among 360,000; in the data active = potentiation above about 30%; also: 0% is about no effect
D1 antagonist: Antagonist of Human D 1 Dopamine Receptor: qHTS. HEK293 TREx D1 cells, calcium flux, dopamine EC80; active compounds read low. activity change, negative = inhibition, % at 10 µM. hit rate 3.2% among 360,000; in the data active = activity change below about -30%; also: % is scaled to controls: 0 for no effect and ±100 for the full control effect
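Using tetracycline-induced force-coupled D1 Hek293 cells and a calcium dye, signals were followed for 180 s after compound, then for 180 s after EC80 dopamine, to detect inhibitors.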
Anesthetic bind: qHTS Assay for Identification of Novel General Anesthetics | Ferritin light chain (Equus caballus), P02791 | apoferritin/1-aminoanthracene competitive binding, fluorescence | Potency, µM (series often up to 77.5 µM), without a hit: at the top dose activity change, negative = displacement, usual class: inhibitors | hit rate 0.074% among 350,000; also: potency is read from the fitted curve at half-maximal effect; % is scaled to controls: 0 for no effect and ±100 for the full control effect; nearly all actives have a fitted effect of over 20% in size
Target sequence (P02791 2-175 limits assumed): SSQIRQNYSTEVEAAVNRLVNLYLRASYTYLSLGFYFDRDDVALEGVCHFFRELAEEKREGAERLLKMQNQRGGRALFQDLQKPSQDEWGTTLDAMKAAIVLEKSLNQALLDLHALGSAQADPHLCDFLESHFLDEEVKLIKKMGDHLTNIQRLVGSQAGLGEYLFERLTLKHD
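10 uM apoferritin + 50% sat. 1-AMA, PBS; cpd 10 min RT; Ex380/Em535 endpoint; normalized to free probe vs complex; 4-param Hill fit; propofol titration as pos. ctrl.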
TRHR agonist: qHTS for Small Molecule Agonists and Allosteric Enhancers of Human TRH Receptor: Primary Screen for Agonists; Thyrotropin-releasing hormone receptor (Homo sapiens), P34981; TRHR cells, calcium flux fluo-8, FDSS agonist mode; hit rate 0.18% among 360,000; AID 493084, 2011; activation, % at 2 µM; in the data active = activation above about 30%; also: 0% is about no effect
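Read-out: compound-evoked intracellular calcium rise in TRHR cells, fluo-8 dye, kinetic FDSS fluorescence at 1 s/cycle following a 10-cycle baseline. Cells cultured overnight before dye loading (30 min–1.5 h, RT).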
RXFP1 ag: qHTS Assay for Agonists of the Relaxin Receptor RXFP1; Potency, µM (titrated, usually from 57.5 µM), for inactives: at the highest dose activation, hits mostly activators; HEK293T-RXFP1 cAMP TR-FRET, 30 min; response scale: percent of porcine relaxin response, buffer zero; hit rate 0.3% among 370,000; Relaxin receptor 1 (Homo sapiens), Q9HBX9; also: potency is read from the fitted curve at half-maximal effect; % is scaled to controls: 0 for no effect and ±100 for the full control effect; nearly all actives have a fitted effect of over 60% in size; many of its hits are not listed in these tables
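HEK293T cells stably expressing RXFP1 were pretreated with the PDE4 inhibitor Ro 20174, exposed to compounds for 30 min at 37C, lysed, and cAMP was read by TR-FRET. Data normalized to buffer (basal) and 29 nM porcine relaxin (100%).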
* hit, by the source's call; ? = inconclusive; · = not tested or not shown. Unless noted, calls follow the shape of the dose curve; as a rule, active = well fitted curve in the direction sought with a large enough effect; inconclusive = small, poorly fitted or top-dose-only effect, or another doubt; inactive = no such curve, though single readings can be large; an effect the other way counts as inactive or inconclusive.

SMILES | TRHR enhancer | D1 agonist | RXFP1 antag | D2 potentiator | D1 potentiator | D1 antagonist | Anesthetic bind | TRHR agonist | RXFP1 ag
O=C(CSc1nnnn1C1CC1)Nc1ccc(S(=O)(=O)N2CCOCC2)cc1 | 0 | 5 | 1 | · | · | -29 | · | 0.0 | 6.1%
Cc1ccc(N(C(=O)CNC(=O)c2ccco2)C(C(=O)NCC2CCCO2)c2ccccc2)cc1C (configuration not stated) | 10 | 0 | 2 | 0 | -5 | -2 | 1% | -0.2 | -0.4%
O=S1(=O)CCOC[C@H](CC2CCCCC2)N1Cc1ccc(F)cc1 | 4 | 3 | · | 4 | -4 | 18 | -18% | -2.0 | -4.8%
O=C(CN1CCN(S(=O)(=O)N2CCCCC2)CC1)Nc1cc(Cl)ccc1Cl | 1 | 3 | 5 | 3 | -6 | -14 | -8% | -0.7 | 0.8%
Cc1nnc(SCC(=O)N(CC(C)C)C2CCS(=O)(=O)C2)n1N (configuration not stated) | 6 | 5 | -1 | 4 | · | 7 | · | -0.1 | 0.2%
O=C(CSc1nnc(C2CC2)n1C1CC1)c1ccccc1F | -3 | 2 | -1 | -12 | -9 | 9 | · | -0.1 | 2.0%
COC(=O)/C=c1/s/c(=C(/C#N)C(=O)NCc2ccccc2)n(-c2ccccc2)c1=O | -16 | 1 | -12 | -8 | -7 | -9 | -3% | 2.3 | -0.9%
O=C(Cn1cnc2c(nnn2Cc2ccc(F)cc2)c1=O)NCc1ccco1 | -5 | -2 | -5 | 0 | -3 | 6 | 4% | 0.0 | -1.1%
COc1cccc(NC(=O)C(NC2CCCC2)c2ccccc2)c1 (configuration not stated) | 17 | 8 | -5 | 11 | -6 | -8 | ? | -1.6 | -1.7%
CC(NC(=S)Nc1ccc(S(N)(=O)=O)cc1)c1ccc2c(c1)OCO2 (configuration not stated) | 1 | 3 | -14 | -7 | 2 | -5 | 5% | 0.0 | 0.7%
CCOC(=O)/C(=N\Nc1cc(C(F)(F)F)ccc1Cl)N(CC)CC | 6 | 1 | -4 | -3 | -3 | -10 | ? | -0.6 | 1.2%
CC(=O)c1ccc(OCC(=O)NC2CCCN(Cc3ccccc3F)C2)cc1 (configuration not stated) | -12 | 1 | 11 | -4 | 1 | 8 | -15% | 0.8 | 0.8%
CNS(=O)(=O)c1cccc(C(=O)NC2CCCc3ccccc32)c1 (configuration not stated) | 1 | 2 | 0 | -6 | -2 | -4 | -8% | -0.1 | 0.0%
CCCn1c(N)c(C(=O)CSc2nnc(C3CC3)n2Cc2ccccc2)c(=O)n(C)c1=O | 9 | 0 | 2 | -4 | 5 | 17 | · | 0.2 | -1.3%
COc1cc(SC)ccc1C(=O)N1CCN(c2ccccc2F)CC1 | 3 | 8 | 5 | 15 | 5 | -7 | -12% | 0.0 | 2.1%
COC(=O)Cc1ccc(OC(=O)c2cccc(S(=O)(=O)N3CCN(C)CC3)c2)cc1 | 3 | 7 | 17 | 0 | 3 | 0 | · | 0.6 | 0.4%
Cc1cc(C)nc(N2CCC(C(=O)NCCc3ccc(Cl)cc3)CC2)n1 | 2 | 6 | -4 | · | -2 | 16 | -4% | 0.8 | 2.2%
CNc1ccccc1C(C)(C)c1cc(-c2ccc(F)cc2)no1 | -1 | 2 | 7 | 10 | -5 | -1 | 2% | 0.0 | 0.2%
Cc1ccc(-n2c3c(cc(C(=O)O)c2=O)C(=O)CC(C)(C)C3)cc1 | 6 | 2 | 7 | 11 | 0 | 6 | -5% | -1.5 | 0.0%
CCOC(=O)c1c(-c2ccc(OC)cc2)cn2ccccc12 | -6 | 1 | 9 | -1 | -1 | 8 | -5% | 0.9 | 0.6%
Cc1ccc(S(=O)(=O)N(C)CCCC(=O)NCc2ccc3c(c2)OCO3)cc1 | 1 | 11 | -4 | · | -3 | -14 | -1% | -0.4 | 0.1%
O=C(CN1C(=O)C(=O)c2ccccc21)c1ccc(Cl)cc1 | -2 | 1 | 5 | 0 | -10 | -14 | -7% | 2.1 | 2.9%
COc1ccc(CNC(=O)Cn2c(=O)oc3ccccc32)cc1OC | 7 | 0 | -2 | 5 | 0 | · | -15% | -1.2 | 0.2%
O=C(c1ccc2c(=O)n3c(nc2c1)CCCCC3)N1CCN(c2ccc(F)cc2)CC1 | -2 | 1 | -6 | 3 | -11 | -50* | -15% | -0.4 | 0.3%
C#CCNC(=O)C1CCN(c2cc(C)nc(-c3ccccc3)n2)CC1 | -3 | 0 | -4 | 0 | -2 | 9 | -9% | -0.3 | 0.8%

Pulled by compound from the entries so far, 2 records:
SMILES | TRHR enhancer | D1 agonist | RXFP1 antag | D2 potentiator | D1 potentiator | D1 antagonist | Anesthetic bind | TRHR agonist | RXFP1 ag
Cc1ccc(-n2c3c(cc(C(=O)O)c2=O)C(=O)CC(C)(C)C3)cc1 | 6 | 2 | 7 | 11 | 0 | 6 | -5% | -1.5 | 0.0%
O=S1(=O)CCOC[C@H](CC2CCCCC2)N1Cc1ccc(F)cc1 | 4 | 3 | · | 4 | -4 | 18 | -18% | -2.0 | -4.8%

Continued:
SMILES | TRHR enhancer | D1 agonist | RXFP1 antag | D2 potentiator | D1 potentiator | D1 antagonist | Anesthetic bind | TRHR agonist | RXFP1 ag
Cc1c(Cl)c([N+](=O)[O-])nn1CC(=O)NCCCN1CCOCC1 | -1 | 3 | -6 | 6 | · | -7 | -5% | -0.1 | 1.1%
O=[N+]([O-])c1ccc(/C=N/Nc2ncc(-c3ccccc3)cn2)cc1 | 0 | 0 | -10 | 13 | -1 | -3 | -5% | 0.6 | 2.3%
Fc1cccc(Cl)c1Cc1noc(/C=C/c2ccccc2)n1 | -3 | 9 | 13 | 4 | 2 | 10 | -22% | 0.7 | 1.0%
COC(=O)Cc1cc(OC)c(OC)cc1Cc1cc(OC)c(OC)cc1CC(=O)OC | -3 | 1 | -2 | 7 | 2 | -16 | 6% | 0.0 | 2.0%
COCCCNC(=S)NNC(=O)C1CC1c1ccc(C(C)(C)C)cc1 (configuration not stated) | 1 | 8 | 9 | · | -4 | -14 | -1% | -0.7 | 0.5%
Cc1onc(-c2c(F)cccc2Cl)c1C(=O)OCC(=O)Nc1c(C)n(C)n(-c2ccccc2)c1=O | 5 | 5 | 2 | 12 | -8 | -13 | -6% | -0.5 | 10%
N#CC1=C(N)OC2=C(C(=O)CC(c3ccccc3)C2)C1c1cccnc1 (configuration not stated) | -4 | 3 | 0 | 14 | 0 | -5 | 1% | 0.2 | 6.2%
CC1(C)CC(=O)C(C=NCC2CCN(C(=O)Cc3ccccc3)CC2)=C(O)C1 | 8 | 1 | -23 | 5 | 1 | 10 | -1% | -0.1 | -0.1%
O=C(Nc1ccc(F)cc1)C(Sc1nc2ccccc2[nH]1)c1ccccc1 (configuration not stated) | -3 | 11 | -7 | -2 | -4 | -42* | -10% | 0.1 | -2.9%
O=[N+]([O-])c1ccccc1/C=C\C=N\N1CCN(c2ccccc2)CC1 | -3 | 4 | -2 | 10 | -1 | -3 | ? | 0.0 | 0.6%
CCCc1ccc2oc(C(=O)N3CCC(O)CC3)c(C)c2c1 | -2 | 0 | -2 | 3 | -2 | -27 | -11% | -0.8 | 1.5%
CC1c2nc3ccccc3n2C(CC(=O)NCCCN2CCOCC2)C(=O)N1Cc1ccccc1 (configuration not stated) | 6 | 1 | -2 | -6 | -2 | 25 | -11% | 0.4 | 1.0%
Cc1ccc(Cl)cc1N1CCN(C(=O)c2cc(S(=O)(=O)N3CCCC3)cn2C)CC1 | -4 | 2 | -7 | -15 | 0 | 5 | 0% | 0.0 | -1.7%
CC1CCc2c(sc(NC(=O)CSc3ncnc4c3cnn4-c3ccccc3Cl)c2C#N)C1 (configuration not stated) | 12 | 1 | -4 | · | -1 | -39* | -5% | 0.6 | 0.7%
O=C(Cn1c(=O)n(CC2CCCO2)c(=O)c2ccccc21)c1ccc(Cl)c(Cl)c1 (configuration not stated) | -4 | 3 | -1 | 4 | -2 | 6 | -21% | -0.7 | 7.3%
O=C1c2ccccc2C2(c3ccc(F)cc3)NCCN12 (configuration not stated) | 1 | -1 | -10 | -6 | -2 | 5 | -4% | -0.5 | -1.1%
COCCNC(=O)CN(c1ccc(C)cc1)S(=O)(=O)c1ccc(SC)cc1 | 1 | 0 | -6 | -8 | 1 | -1 | -7% | 0.3 | 0.5%
O=C(Cn1c(=O)sc2ccccc21)Nc1ccc(S(=O)(=O)N2CCCC2)cc1 | -1 | 7 | -8 | 19 | -2 | 5 | -9% | 0.3 | 2.9%
Cc1ccc(S(=O)(=O)N2CCN(C(=O)COC(=O)CNC(=O)c3ccc(Cl)cc3Cl)CC2)cc1 | -3 | 2 | -5 | -10 | -8 | -13 | · | 0.1 | 2.7%
Cc1nn(C)c(C)c1S(=O)(=O)N1CCC(C(=O)NCCC2=CCCCC2)CC1 | -10 | 1 | · | -7 | · | 17 | -2% | 0.2 | -0.7%
CCOc1cc(C(=O)NCc2nc(-c3cccc(C)c3)no2)cc(OCC)c1OCC | -1 | 7 | 2 | -23 | 0 | -31* | -1% | 2.2 | -2.0%
Nc1c(Cl)cc(-c2cn(CCC(=O)O)c(-c3ccc(Cl)nc3)n2)cc1Cl | 2 | 2 | · | -4 | -3 | -3 | · | 0.0 | 2.2%
COc1ccc(-c2cc(C(F)(F)F)nc(SCC(=O)NCCCN3CCOCC3)n2)cc1 | 0 | 1 | -5 | 7 | -4 | -5 | -10% | 0.1 | 2.0%

A few values from the list.
Under D1 potentiator, `COc1ccc(CNC(=O)Cn2c(=O)oc3ccccc32)cc1OC` reads 0
Under D1 antagonist, `COc1cccc(NC(=O)C(NC2CCCC2)c2ccccc2)c1` (configuration not stated) reads -8
Under TRHR agonist, `CNc1ccccc1C(C)(C)c1cc(-c2ccc(F)cc2)no1` reads 0.0
Under RXFP1 antag, `O=C(CSc1nnnn1C1CC1)Nc1ccc(S(=O)(=O)N2CCOCC2)cc1` reads 1
Under D1 antagonist, `Cc1ccc(S(=O)(=O)N(C)CCCC(=O)NCc2ccc3c(c2)OCO3)cc1` reads -14
Under Anesthetic bind, `COC(=O)Cc1cc(OC)c(OC)cc1Cc1cc(OC)c(OC)cc1CC(=O)OC` reads 6%

Only part of the results is shown; rates above refer to the full screens.
